# TRPN1 ag = zebrafish TRPN1 (NompC) channel agonism | activation, % at 3 µM | 220,000 compounds, 0.18% hits | HEK293 zebrafish TRPN1-YFP, Fluo-8 calcium fluorescence; 100% = response to 87 µM carbachol | AID 1424;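 active = activation above its plate's cutoff, the mean activation of test wells on that plate plus 3 SD, cut at about 19% in these data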;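 note: 0% = DMSO alone and 100% = 87 µM carbachol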
#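 Material: zebrafish TRPN1-YFP in HEK293 cells. Doses: one dose of 3 µM, 0.3% DMSO. Incubation: dye 1 h 37 °C plus 30 min RT. Measured by: intracellular calcium fluorescence with Fluo-8.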
# TRPML3 agonist = agonists of human TRPML3 channel | Q8TDD5 | HEK293 TRPML3-YFP, Fluo-8 calcium fluorescence; 100% = the carbachol control signal | activation, % at 3 µM | 220,000 compounds, 0.29% hits | AID 1448;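 active = activation above its plate's cutoff, the mean activation of the plate's test wells plus 3 SD, cut at about 12% in these data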;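 note: 0% = DMSO only wells and 100% = carbachol wells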
#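 Test system – HEK293 line with stable expression of human TRPML3-YFP channel · Control set – carbachol 87 µM final as high control (100%), DMSO as low control (0%) · Signal – Fluo-8 calcium dye fluorescence, ex 470-495, em 515-575 nm · Incubation – 1-h 37 °C dye load, 5-s basal, 120-s post-compound reads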
# PGE2 EP2 inh = inhibitors of human EP2 prostaglandin E2 receptor; inhibition, % at 25 µM; AID 1422; C6 glioma cells expressing human EP2, cAMP TR-FRET; cells stimulated with saturating PGE2; 260,000 compounds, 0.52% hits;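 active = percent inhibition above 40 after rounding to a whole number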;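 note: rat C6 glioma host cells with rolipram phosphodiesterase inhibitor present; the protocol text gives 20 µM as final concentration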
# Target sequence (P43116 whole entry, looked up): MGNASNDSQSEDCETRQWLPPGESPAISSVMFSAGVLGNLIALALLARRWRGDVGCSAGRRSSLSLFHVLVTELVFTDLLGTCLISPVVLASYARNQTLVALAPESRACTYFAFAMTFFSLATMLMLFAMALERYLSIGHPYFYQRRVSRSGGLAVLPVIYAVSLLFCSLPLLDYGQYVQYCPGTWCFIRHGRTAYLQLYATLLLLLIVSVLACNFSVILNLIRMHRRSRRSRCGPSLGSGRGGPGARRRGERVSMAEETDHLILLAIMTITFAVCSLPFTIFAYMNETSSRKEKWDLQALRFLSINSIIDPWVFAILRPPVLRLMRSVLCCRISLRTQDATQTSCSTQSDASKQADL
# PPC-1+TRAIL kill = compounds killing PPC-1 cancer cells with TRAIL present (potentiator screen, no TRAIL-free arm). PPC-1 cells + TRAIL, ATPLite viability luminescence. cell killing (% activity), % at 4 µM. 220,000 compounds, 0.41% hits;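 active = cell killing above 50% in the first pass at 4 µM, then a duplicate retest at 5 µM averaging 50% or more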;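 note: plate controls were cells with TRAIL plus DMSO for no effect and medium-only wells lacking cells for full effect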
# 14-3-3 Bad PPI = disrupts binding of bovine 14-3-3 zeta to phospho-Bad peptide | P63103 | TR-FRET 14-3-3zeta/Dy647-pBad peptide displacement, 1 h | inhibition, % at 21.7 µM | 220,000 compounds, 0.71% hits | AID 781;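 active = inhibition above about 70%, limit read from the data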;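 note: 0% = full 14-3-3 plus peptide FRET controls and 100% = background without 14-3-3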
# Target sequence (P63103 whole entry, looked up): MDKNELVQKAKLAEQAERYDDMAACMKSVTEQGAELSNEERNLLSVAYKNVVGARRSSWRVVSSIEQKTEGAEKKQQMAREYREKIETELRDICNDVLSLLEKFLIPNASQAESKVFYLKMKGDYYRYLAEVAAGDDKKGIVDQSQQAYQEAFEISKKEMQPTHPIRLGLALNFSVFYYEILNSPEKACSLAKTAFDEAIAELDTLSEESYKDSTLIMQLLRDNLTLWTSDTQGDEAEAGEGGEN
# NPY1 pot ag = potentiates or activates human NPY-Y1 receptor; NPY-Y1 expressing cells, potentiator/agonist activation; 220,000 compounds, 0.37% hits; activation, % at 3.6 µM; in the data active = activation above about 33%, passing the limit was not always enough;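 note: cells stimulated with NPY at EC10 then isoproterenol at EC100; 0% = low agonist plus stimulus and 100% = saturating agonist plus stimulus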
# Target sequence (P25929 whole entry, looked up): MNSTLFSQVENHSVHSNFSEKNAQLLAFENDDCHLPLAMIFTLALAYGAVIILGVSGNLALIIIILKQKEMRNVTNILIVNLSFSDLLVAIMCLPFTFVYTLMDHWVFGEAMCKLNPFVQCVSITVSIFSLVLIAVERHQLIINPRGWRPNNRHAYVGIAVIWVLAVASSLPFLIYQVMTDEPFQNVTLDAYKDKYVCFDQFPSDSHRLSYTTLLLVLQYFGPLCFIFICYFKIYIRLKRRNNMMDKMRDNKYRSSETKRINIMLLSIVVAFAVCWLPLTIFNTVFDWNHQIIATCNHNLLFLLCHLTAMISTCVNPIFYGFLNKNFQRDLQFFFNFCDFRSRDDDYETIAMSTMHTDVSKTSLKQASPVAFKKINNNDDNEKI
# NPY Y1 blocker = NPY-Y1 (human) receptor antagonism; P25929; HEK293-CNG Y1 cells, membrane potential fluorescence; NPY at EC95, then isoproterenol; inhibition, % at 3.6 µM; 200,000 compounds, 1% hits;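 active = inhibition above the campaign mean inhibition of all tested compounds plus 3 SD, cut at about 20% in these data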;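 note: 0% = DMSO wells given NPY plus isoproterenol and 100% = isoproterenol alone without NPY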
#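 Test system – HEK293 Y1/CNG channel cell line · Also added – NPY agonist 25 nM, then isoproterenol 1 µM plus Ro 20-1724 25 µM · Compound dosing – one concentration, 3.6 µM, in 0.4% DMSO · Schedule – compound incubation 1 h at room temperature, readout 45 min post-stimulation · Technique – fluorescence, membrane potential probe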
# EP2 modulator = modulates human prostaglandin E2 receptor EP2 signaling. EP2-expressing cells, cAMP HTRF FRET, PGE2 co-stimulation. induction, % at 25 µM. 260,000 compounds, 0.83% hits. AID 940;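 active = compounds whose cAMP rise, as percent of the full-agonist control response, exceeds 60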;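 note: rat C6 glioma line stably carrying human EP2 under a CMV promoter; the protocol text gives 20 µM as final concentration; 100% = response of wells given 1 µM PGE2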
# CHOP inh = blocks CHOP induction under ER stress. CHO-K1 CHOP-promoter luciferase, tunicamycin-induced, 15-18 h. inhibition, % at 10 µM. 220,000 compounds, 3.8% hits;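 active = compounds that reduced the stress-induced luciferase reporter signal by more than about 70% of percent inhibition, limit read from the data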;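 note: 0% = tunicamycin plus vehicle and 100% = wells without tunicamycin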
# Numbers without * were called inactive; x = no result given; [ ] = another dose, or the depositor's remark. The list is partial. The share of hits here may be higher or lower than overall.
SMILES,TRPN1 ag,TRPML3 agonist,PGE2 EP2 inh,PPC-1+TRAIL kill,14-3-3 Bad PPI,NPY1 pot ag,NPY Y1 blocker,EP2 modulator,CHOP inh
CCCCCCCc1nc2c(=O)n(C)c3ccccc3c2o1,0.5,1.0,7,12,-1,-20,4,70*,89*
CN(C1=NC(=O)CS1)c1ccc(O)cc1,0.5,0.8,8,19,2,18,x,10,11
COc1cccc(-n2nnnc2SCC(=O)Nc2ccc3c(c2)OCCO3)c1,0.7,0.4,x,3,25,-13,5,-2,36
COCCNC(=O)c1ccc(CN2CCc3ccccc3C2)cc1,0.1,1.0,8,4,-5,-5,3,-2,-10
C/C(=N\NC(=O)c1cc2ccccc2cc1O)c1ccc2c(c1)OCO2,-0.5,0.1,x,0,-5[fluorescence artefact?],0,4,-21,22
Cc1cc(C)cc(N(CC(=O)N2CCN(Cc3ccccc3)CC2)S(=O)(=O)c2c(C)noc2C)c1,-0.2,0.5,15,9,-1,-4,1,6,44
CCOC(=O)c1ccccc1NC(=O)CN1CCC(n2nnc3cc(C(F)(F)F)ccc32)CC1,1.1,0.7,5,1,-2,-30,x,-7,19
O=C(CCC(=O)Nc1ccccc1)NCCO,0.7,0.8,7,29,-8,-20,-1,14,7
O=C(NNC(=S)NCc1ccccc1)c1ccc(Br)o1,0.8,0.3,9,-4,-13,-37,11,14,23
COc1ccc(CN2CC(C(=O)NCCc3ccccc3)CC2=O)cc1 (centres undefined),0.9,1.1,7,-5,-3,6,0,23,9
CCOC(=O)N1CCN(c2c(N3CCc4ccccc43)c(=O)c2=O)CC1,0.8,0.4,7,12,-4[fluorescence artefact?],-5,3,21,36
O=[N+]([O-])c1ccc(N2CCN(S(=O)(=O)c3ccccc3)CC2)c2cccnc12,0.8,2.0,6,-2,-11,10,-4,-18,13
CCOc1ccc(CCNC(=O)COC(=O)Cn2cnc3ccccc3c2=O)cc1OCC,0.6,3.9,11,4,5,-1,-1,-18,-2
CCn1c(CCNC(=O)c2ccccc2Cl)n[nH]c1=S,-0.2,-0.4,15,2,-9,1,2,26,5
Cc1ccc(SCC(=O)NC(=O)NCc2ccco2)c(C)c1,-1.2,-0.6,3,1,12,11,11,-38,56
COc1ccc(OC)c(C(c2nnnn2Cc2ccccc2)N2CCC(C(N)=O)CC2)c1 (centres undefined),1.2,0.3,17,20,-4,-12,4,7,2
CN(C)CCCN(C(=O)c1ccco1)c1nc2ccc(F)cc2s1,1.0,0.6,8,7,0,2,-1,-22,3
CCC(=O)c1cc2c(C)cc(=O)oc2c(C)c1OC(C)=O,1.7,1.3,8,32,7[fluorescence artefact?],-11,2,21,-18
CC(C)Cn1c(-c2ccc(Br)o2)n[nH]c1=S,0.8,0.0,4,14,-1[fluorescence artefact?],-17,7,4,17
O=C(COc1ccc2c(-c3ccccc3)cc(=O)oc2c1)NCc1cccs1,0.3,-0.1,9,29,-1,-23,3,-18,-1
Cc1cc(C)c(/C([O-])=C(/C(=S)Nc2ccc(SC(F)F)cc2)[n+]2ccccc2)cc1C,0.3,-1.3,6,-4,-23,40*,1,7,27
CCN1Cc2c(/C=C/c3ccccc3)nc3ccc(OC)cc3c2N(c2cccc(Cl)c2)C1,1.6,0.1,7,1,2,12,x,-28,-10
CC1(/[N+]([O-])=C/c2cccc(Cl)c2)CCCCC1=O (centres undefined),0.3,0.7,10,6,6,-11,x,1,-10
N/C(=N\OC(=O)Nc1ccccc1)c1ccno1,1.4,1.1,9,16,0,18,x,-48,-5
COc1ccc(OCC(=O)C2CC2)c(C#N)c1,1.0,0.6,7,-5,3,16,x,-4,-5
CCOC(=O)/C(C#N)=C\C1=C(N2CCOCC2)CC(C)(C)OC1,0.5,1.1,6,14,-7,5,3,1,21
CNC(=O)COc1ccc(C=O)cc1OC,-1.3,0.2,4,14,1[fluorescence artefact?],2,-7,19,43
COc1cc(NC(=O)c2csc(N)n2)cc(C(=O)Nc2cccc(C(F)(F)F)c2)c1,x,x,16,1,-3,x,x,-13,79*
COc1cccc(N/C(C)=C/C(=O)c2ccc(Br)cc2)c1,0.2,0.5,16,12,2,17,0,25,10
CCOC(=O)c1cc2c(=O)n3cccc(C)c3nc2n(CC2CCCO2)c1=NC(C)=O (centres undefined),2.9,-0.5,14,x,x,-7,5,x,x
Cc1ccc(S(=O)(=O)CC(C)N2CCN(C3CCCCC3)CC2)cc1 (centres undefined),-0.9,-0.1,5,14,-19,16,11,17,2
Cc1ccc2nc(SCc3nc4cc(Cl)ccc4c(=O)[nH]3)[nH]c2c1,1.6,0.1,3,4,6,-20,-3,-29,-4
COc1ccc(-c2nn3c(-c4ccc(F)cc4)nnc3s2)cc1,-1.8,-0.8,14,17,-2,-10,5,-11,83*
Cc1ccc(C2=NN(CCC(=O)NCCC(C)C)C(=O)CC2)cc1,-1.5,0.1,7,-8,3,-13,8,-24,30
NC(N)=N/N=C/c1cc([N+](=O)[O-])ccc1O,2.0,1.0,4,-2,-1,2,-5,-24,-6
Cn1cnnc1SCC(=O)c1c[nH]c2ccccc12,1.1,1.0,5,-3,0,2,1,-10,-135
CCOCCCN(C(=O)c1ccco1)C(C(=O)NC1CCCC1)c1cccc(OC)c1OC (centres undefined),-1.4,-0.1,2,6,-11,-31,4,2,-25
O=S(=O)(NCCc1csc(-c2ccc(C(F)(F)F)cc2)n1)c1ccc2c(c1)OCCO2,0.3,-0.1,8,-2,1,-16,6,-1,81*
C/C(=N/NC(=O)c1cc(-c2cccc([N+](=O)[O-])c2)n[nH]1)c1ccc(Cl)cc1,1.7,0.9,9,4,77*[fluorescence artefact?],2,3,2,7
O=C(NCc1ccco1)c1csc2c1CCCC2,-1.5,-1.1,6,16,-3,1,-2,9,1
COc1ccc(CN2CCCCC2C)c(C)c1C (centres undefined),1.1,0.6,3,4,14[fluorescence artefact?],0,9,-1,-16
O=C(COC(=O)c1cccc(NC(=O)c2ccco2)c1)c1ccc(Br)cc1,1.0,0.3,8,-11,8,-1,2,-12,105*
N#CCCn1c(SCC(=O)NCc2ccco2)nc2ccccc21,-0.1,0.5,10,10,-5,-2,5,-19,-8
CCOC(=O)c1[nH]c(=O)[nH]c1CN(Cc1ccco1)Cc1[nH]c(=O)[nH]c1C(=O)OCC,0.1,0.1,5,7,-9,6,-4,4,7
CC(NC(=O)c1ccco1)C(=O)Nc1nc(-c2ccccn2)cs1 (centres undefined),0.3,0.9,6,-12,1[fluorescence artefact?],3,0,-10,25
CC(C)(C)c1cc(CN2CCCCC2)cc(C(C)(C)C)c1O,-0.3,1.1,6,12,66[fluorescence artefact?],-29,12,23,43
Cc1c(C)[n+](=O)c(-c2ccc(Br)cc2)c(C)n1[O-],1.8,0.4,6,9,0,-14,x,5,-9
Cc1nn(C(=O)c2cccnc2)c(C)c1Sc1ccc(Br)cc1,0.0,0.5,-2,-6,10,14,18,-23,44
O=C(Nc1cccn2ncnc12)c1ccccc1,1.5,-0.2,7,13,-4,-22,2,1,6
COc1ccc(C(=O)N2CCOC2CNC(=O)C(=O)NCc2ccc(Cl)cc2)cc1 (centres undefined),-1.1,-0.3,7,9,-8,-10,2,8,49

# (listing goes on)
SMILES,TRPN1 ag,TRPML3 agonist,PGE2 EP2 inh,PPC-1+TRAIL kill,14-3-3 Bad PPI,NPY1 pot ag,NPY Y1 blocker,EP2 modulator,CHOP inh
CC1CCCCC1NC(=O)/C=C/c1nc2ccccc2s1 (centres undefined),-2.3,-1.8,11,14,-6,-7,11,-71,-17
O=C1C(=O)N(CCCn2ccnc2)C(c2cccnc2)/C1=C(/O)c1ccccc1 (centres undefined),-1.1,0.4,x,x,x,-4,5,x,x
CCc1ccc(N2CN(Cc3cccnc3)CNC2=S)cc1,0.5,1.2,9,-18,-3,21,x,-18,17
COc1ccc2cc(C(=O)C3CCCN(C(=O)Cc4c(C)noc4C)C3)ccc2c1 (centres undefined),-0.8,0.0,6,-8,8,-11,3,-41,15
COc1ccccc1NC(=O)c1ccccc1S(=O)(=O)c1ccccc1[N+](=O)[O-],0.1,0.1,11,7,25,-6,1,14,26
Cn1c(=O)c2c(nc(Oc3ccc(-c4ccccc4)cc3)n2C)n(C)c1=O,-0.6,0.1,5,-2,5,11,-3,-44,8
COCCCN1C(=O)C(=O)/C(=C(/O)c2ccccc2)C1c1ccc(N(C)C)cc1 (centres undefined),1.3,0.6,16,0,-6,7,-3,-3,-19
CN(C(=O)COC(=O)c1ccc2ccccc2n1)C1CCS(=O)(=O)C1 (centres undefined),0.0,0.1,3,8,1,-25,0,26,-11

# Grouped by structure: those above containing a furan ring, fused or not
SMILES,TRPN1 ag,TRPML3 agonist,PGE2 EP2 inh,PPC-1+TRAIL kill,14-3-3 Bad PPI,NPY1 pot ag,NPY Y1 blocker,EP2 modulator,CHOP inh
O=C(NNC(=S)NCc1ccccc1)c1ccc(Br)o1,0.8,0.3,9,-4,-13,-37,11,14,23
Cc1ccc(SCC(=O)NC(=O)NCc2ccco2)c(C)c1,-1.2,-0.6,3,1,12,11,11,-38,56
CN(C)CCCN(C(=O)c1ccco1)c1nc2ccc(F)cc2s1,1.0,0.6,8,7,0,2,-1,-22,3
CC(C)Cn1c(-c2ccc(Br)o2)n[nH]c1=S,0.8,0.0,4,14,-1[fluorescence artefact?],-17,7,4,17
CCOCCCN(C(=O)c1ccco1)C(C(=O)NC1CCCC1)c1cccc(OC)c1OC (centres undefined),-1.4,-0.1,2,6,-11,-31,4,2,-25
O=C(NCc1ccco1)c1csc2c1CCCC2,-1.5,-1.1,6,16,-3,1,-2,9,1
O=C(COC(=O)c1cccc(NC(=O)c2ccco2)c1)c1ccc(Br)cc1,1.0,0.3,8,-11,8,-1,2,-12,105*
N#CCCn1c(SCC(=O)NCc2ccco2)nc2ccccc21,-0.1,0.5,10,10,-5,-2,5,-19,-8
CCOC(=O)c1[nH]c(=O)[nH]c1CN(Cc1ccco1)Cc1[nH]c(=O)[nH]c1C(=O)OCC,0.1,0.1,5,7,-9,6,-4,4,7
CC(NC(=O)c1ccco1)C(=O)Nc1nc(-c2ccccn2)cs1 (centres undefined),0.3,0.9,6,-12,1[fluorescence artefact?],3,0,-10,25
